# LDHA block = inhibitors of human lactate dehydrogenase A | purified LDHA, NADH/diaphorase-resazurin fluorescence; stronger effect = lower value | activity change, % (values are at about 110 or 230 µM) | 0.15% of 480,000 active | AID 1347041; in the data active = activity change below about -30%; inconclusive = mostly about -25% to -30%;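 note: plate controls were DMSO wells for no effect and wells without enzyme for full effect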
#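 Resorufin fluorescence (ex540/em590), read at 0 and 20 min after diaphorase/resazurin addition, reports the NADH left after a 5 min room-temperature reaction of 2 nM human LDH5 with 0.06 mM NADH and 0.2 mM pyruvate.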
# Pol kappa inh = DNA polymerase kappa (human) inhibition; Q9UBT6; purified Pol kappa, fluorescent DNA synthesis assay, 10 min; Potency, µM (highest dose often 107 µM), for inactives: at the highest dose activity, negative = inhibition, most hits filed as inhibitors; 0.53% of 400,000 active; note: potency is the fitted concentration of half-maximal effect; % is set by controls: 0 for no effect and ±100 for the full control effect
#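 Here, compound and 10 nM enzyme are combined for 15 min at room temperature; adding 50 nM substrate (final) starts DNA synthesis, tracked by fluorescence at 0 and 10 min against buffer-only wells.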
# RGS4 inhibitor = blocks human RGS4-accelerated GTP hydrolysis; 0.039% of 390,000 active; Transcreener GDP fluorescence polarization, RGS4-accelerated GTP hydrolysis; AID 504845; Potency, µM (doses to about 114 µM), without a hit: top-dose activity change, negative = inhibition, most hits filed as inhibitors; P49798; note: potency is the fitted concentration of half-maximal effect; % is set by controls: 0 for no effect and ±100 for the full control effect; nearly all actives have a fitted effect of over 75% in size; some results filed as inactive show a strong effect at the top dose
# Target sequence (P49798 whole entry, looked up): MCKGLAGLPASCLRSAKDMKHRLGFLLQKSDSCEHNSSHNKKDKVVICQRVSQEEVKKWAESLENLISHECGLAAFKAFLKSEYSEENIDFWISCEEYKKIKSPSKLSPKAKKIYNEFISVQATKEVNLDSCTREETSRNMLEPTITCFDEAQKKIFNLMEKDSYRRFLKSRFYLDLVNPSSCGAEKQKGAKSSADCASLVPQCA
#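 MLSMR compounds (23 nl, pin-transferred) preincubated 10 min at room temperature with a 500nM (2x) first reagent, then RGS4 at 900nM (2x) plus Transcreener GDP mix added; fluorescence polarization (620/688 nm) read before and after 90 min at 30 °C.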
# POLB inh = inhibitors of human DNA polymerase beta; Pol beta primer extension/strand displacement, fluorescence kinetic; Potency, µM (doses to about 114 µM), without a hit: at the top dose activity change, negative = inhibition, usual class: inhibitors; 1.3% of 340,000 active; note: potency is the fitted concentration of half-maximal effect; % is set by controls: 0 for no effect and ±100 for the full control effect
#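 Homogeneous kinetic assay of primer extension and strand displacement by 10 nM Pol beta, preincubated 15 min at room temperature with compound before 50 nM substrate (final) was added. Read at 0 and 10 min; four-parameter Hill fit.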
# ERG-DNA inh = blocks human ERG Ets domain binding to DNA; P11308; fluorescence polarization, His-ERG Ets domain / labelled DNA; Potency, µM (top dose mostly 76.9 µM), for inactives: at the top dose FP activity, negative = inhibition, actives largely listed as inhibitors; 0.028% of 370,000 active; AID 624246; active = well fitted inhibition curve with a large enough effect in the polarisation, with a control signal flat; inconclusive = small, poorly fitted or top-dose-only effect, or effect the other way, or a change in a side signal; inactive = no such curve, though single readings can be large or run the other way; the % refers to the polarisation;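 note: polarization taken with two DNA probes labelled with fluorescein and Texas red; potency is the fitted concentration of half-maximal effect; % of control where 0% means no effect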
#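 His-tagged ERG Ets domain (1 uM in the protein solution; 300mM KCl, 50mM Tris-HCl, 1mM EDTA, 1mM DTT, pH 7.5) received compound, then a probe mix of 5 nM fluorescein-DNA and 100nM Texas-615-DNA. Fluorescence polarization was read for both dyes.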
# Pol eta inh = DNA polymerase eta (human) inhibition; Potency, µM (titrated, usually from 114 µM), inactives show at the highest dose activity change, negative = inhibition, actives largely listed as inhibitors; 1.2% of 390,000 active; recombinant Pol eta, fluorescent DNA replication assay; AID 588591; note: potency is the fitted concentration of half-maximal effect; % is set by controls: 0 for no effect and ±100 for the full control effect
# Target sequence (Q9Y253 whole entry, looked up): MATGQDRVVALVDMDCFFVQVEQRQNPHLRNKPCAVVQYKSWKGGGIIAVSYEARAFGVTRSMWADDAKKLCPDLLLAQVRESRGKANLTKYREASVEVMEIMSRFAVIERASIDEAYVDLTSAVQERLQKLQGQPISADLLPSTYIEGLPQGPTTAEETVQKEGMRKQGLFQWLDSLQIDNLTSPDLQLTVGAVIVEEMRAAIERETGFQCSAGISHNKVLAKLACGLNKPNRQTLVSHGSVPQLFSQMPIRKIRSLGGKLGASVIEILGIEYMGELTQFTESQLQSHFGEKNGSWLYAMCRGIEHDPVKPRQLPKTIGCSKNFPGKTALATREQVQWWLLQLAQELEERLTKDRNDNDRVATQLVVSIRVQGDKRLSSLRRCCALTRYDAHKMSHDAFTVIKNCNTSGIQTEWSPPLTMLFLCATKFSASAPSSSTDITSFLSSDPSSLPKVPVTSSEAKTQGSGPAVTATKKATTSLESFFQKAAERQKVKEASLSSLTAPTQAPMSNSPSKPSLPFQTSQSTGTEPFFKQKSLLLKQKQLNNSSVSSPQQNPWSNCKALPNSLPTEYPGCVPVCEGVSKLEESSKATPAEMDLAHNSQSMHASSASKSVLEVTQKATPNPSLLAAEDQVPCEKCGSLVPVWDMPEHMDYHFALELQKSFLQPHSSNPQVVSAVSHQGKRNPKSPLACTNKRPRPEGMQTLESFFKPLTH
#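 Pol eta at 10 nM preincubated with compounds 15 min at room temperature; reaction started with fluorescent substrate (50 nM final) and read kinetically at 0 and 10 min.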
# Apoferritin bind = binds horse apoferritin like a general anesthetic. Potency, µM (series often up to 77.5 µM), inactives show at the top dose activity change, negative = displacement, most hits filed as inhibitors. AID 485281. apoferritin/1-aminoanthracene competitive binding, fluorescence. 0.074% of 350,000 active; note: potency is the fitted concentration of half-maximal effect; % is set by controls: 0 for no effect and ±100 for the full control effect; nearly all actives have a fitted effect of over 20% in size
# Target sequence (P02791 2-175 limits assumed): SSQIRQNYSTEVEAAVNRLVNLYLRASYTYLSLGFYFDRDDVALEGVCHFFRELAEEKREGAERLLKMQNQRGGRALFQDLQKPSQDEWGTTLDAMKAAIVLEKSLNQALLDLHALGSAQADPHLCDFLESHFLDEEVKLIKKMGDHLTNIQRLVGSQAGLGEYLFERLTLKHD
#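 10 uM apoferritin + 50% sat. 1-AMA, PBS; cpd 10 min RT; Ex380/Em535 endpoint; normalized to free probe vs complex; 4-param Hill fit; propofol titration as pos. ctrl.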
# APEX1 inh = APE1 (human) endonuclease inhibition. 0.35% of 350,000 active. P27695. recombinant APE1, TAMRA/BHQ-2 abasic DNA cleavage fluorescence. Potency, µM (series often up to 65.8 µM), for the others: at the highest dose activity change, negative = inhibition, actives largely listed as inhibitors;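 note: potency is the fitted concentration of half-maximal effect; plate controls were vehicle for no effect and reference inhibitor for full effect; nearly all actives have a fitted effect of over 55% in size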
#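 Substrate: short duplex with […] THF abasic site, 5'-TAMRA and 3'-BHQ-2, 50 nM final. APE1 at 0.75 nM, preincubated 15 min RT with compound. Fluorescence increase from first to third read measured activity.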
# ALOX12 inh = blocks human arachidonate 12S-lipoxygenase; P18054; purified 12hLO, xylenol orange hydroperoxide absorbance; Potency, µM (top dose mostly 108 µM), for inactives: at the highest dose activity change, negative = inhibition, usual class: inhibitors; 1.1% of 580,000 active; AID 1671190; note: potency is the fitted concentration of half-maximal effect; % is set by controls: 0 for no effect and ±100 for the full control effect
#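 Purified human 12hLO at 150 nM in 25 mM Hepes, 0.01% Triton X-100, pH 7.0, preincubated 15 min at room temperature with compound. Reaction started with 40 uM arachidonic acid, 30 min at room temperature. Hydroperoxide measured by Fe-xylenol orange, 573/405 nm absorbance ratio.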
# * = called active by the depositor; i = inactive; ? = inconclusive; · = no result given; & = joins results of further samples; [ ] = remark or other dose. Unless noted, calls come from the whole dose curve; as a rule, active = well fitted curve in the direction sought with a large enough effect; inconclusive = small, poorly fitted or top-dose-only effect, or another doubt; inactive = no such curve, though single readings can be large; an effect the other way counts as inactive or inconclusive.
Molecule,LDHA block,Pol kappa inh,RGS4 inhibitor,POLB inh,ERG-DNA inh,Pol eta inh,Apoferritin bind,APEX1 inh,ALOX12 inh
C=CCOc1ccc(C=Nc2ccc(Cl)cc2)c(O)c1,-1,0%,-20%,40%,2%,-14%,-12%,5%,-10%
O=c1cc(-c2ccccc2)[nH]n1-c1nc2ccccc2[nH]1,0,-9%,-16%,?,1%,-5%,-10%,-2%,?
CCOc1ccc(Nc2nc3c(c(=O)[nH]2)CCC3)cc1,1,-19%,23%,-2%,13%,-4%,-8%,4%,-4%
CCCCN(C)CCCNC(=O)c1cn(C)c2ccc(S(=O)(=O)N(C)C3CCCCC3)cc2c1=O,0,6%,?,11%,2%,-8%,-10%,5%,4%
CCCNC(=O)CN1C(=O)NC(c2ccccc2)(c2ccccc2)C1=O,-6,-7%,6%,60%,-2%,5%,-12%,3%,-19%
Cc1ccc(C)c(NC(=S)NCc2ccc3[nH]c4c(c3c2)CCCC4)c1,-4,-20%,-7%,-1%,9%,-18%,-1%,-4%,?
N=C1C(=O)OCC1c1ccccc1NC(=O)CN1CCOCC1 (centres undefined),1,-7%,-8%,27%,·,-7%,9%,7%,2%
CCCCn1cc(S(=O)(=O)c2ccc(CC)cc2)c(=O)c2cc(F)c(N3CCCC(C)C3)cc21 (centres undefined),-7,-8%,17%,-24%,4%,-9%,54%[activator],·,-11%
Cc1cccc(OCc2nc(C#N)c(NCc3ccc4c(c3)OCO4)o2)c1,2,-7%,-30%[11.4 µM],-22%,1%,?,34%[activator],?,-21%
Cc1ccc(C)c(-n2nnnc2SCC(=O)Nc2c(C)n(C)n(-c3ccccc3)c2=O)c1,-8,-19%,-7%,10%,-7%,2%,-13%,5%,-3%
O=[N+]([O-])c1ccccc1S(=O)(=O)NCCSc1ccccc1,-8,-7%,3%,0%,-4%,-15%,?,20%,?
CCCC(=O)N(Cc1cc(=O)[nH]c2ccccc12)c1ccccc1C,-7,-1%,-11%,3%,-3%,-5%,-11%,16%,-20%
O=C(CN1CC[C@@]2(O)CCCC[C@H]2[C@@H]1c1ccc(F)cc1)NCc1ccco1,-7,-3%,-29%,5%,-1%,-19%,-3%,25%,90%[activator]
CCOc1ccc(NC(=S)N(CCOC)C2CCN(C(C)C)CC2)cc1,-2,1%,2%,-20%,-8%,1%,-9%,9%,-7%
O=C(CNC1=NCCC1)c1ccc2c(c1)OCCO2,-2,-15%,-19%,2%,-5%,-12%,-2%,2%,141%[activator]
COc1cc(C)cc(C(=O)C=Cc2ccccc2)c1O,-4,-21%,-54%,·,4%,-12%,·,·,-2%
O=C(N/N=C/c1ccco1)c1cc(-c2ccc(Cl)s2)[nH]n1,-5,-29%,-17%,?,0%,-9%,?,1%,?
O=C(Cc1csc(Nc2nc(=S)[nH]c3ccccc23)n1)NCc1ccc(Cl)cc1,-2,-4%,-19%,-2%,3%,-10%,-22%,-1%,-18%
O=C1CCCCC1Nc1ccc(Cl)cc1 (centres undefined),2,1%,-25%,·,-2%,-3%,·,·,?
COc1cc(C(=O)N[C@H](C(=O)Nc2nnc(C3CC3)s2)C(C)C)cc(OC)c1OC,-1,10%,26%,12%,15%,-9%,-11%,11%,4%
Cc1occc1C(=O)N1CCCC(Nc2ccc(F)c(F)c2)C1 (centres undefined),1,1%,3%,2%,-8%,-20%,-13%,-13%,-3%
CCC(=O)N1CC2(CC(c3cccc([N+](=O)[O-])c3)=NO2)C[C@H]1C(=O)NCC(N)=O (some centres undefined),0,16%,1%,32%,15%,-10%,-7%,22%,-8%
C=CCn1c(SCc2ccc(C#N)cc2)nnc1-c1ccccc1,0,-3%,-30%,-12%,-1%,-5%,-9%,20%,18%
Cc1c(C)n(CCCN(C)C)c2ncnc(NC3CCCCC3)c12,-2,-12%,14%,0%,-1%,0%,-5%,6%,14%
COc1ccc(C(O)(C(=O)NNc2ccc(C)cc2)c2cccs2)cc1 (centres undefined),3,-11%,35%,?,-7%,8%,-16%,-1%,10%
Cc1nnc2sc(-c3ccc(N(C)C)cc3)nn2c1=O,-14,-15%,0%,?,3%,?,0%,25%,-5%
O=C(NNc1nc2ccccc2s1)C1CC1,-1,6%,-20%,28%,6%,0%,-10%,-5%,1%
C=CCc1ccc(OCCCCOc2ccc(C(=O)O)cc2)c(OC)c1,-8,-6%,5%,17%,-3%,-7%,-2%,0%,-4%
Cc1ccc(Cn2c(C)c3cnn(CC(=O)NCCN4CCOCC4)c(=O)c3c2C)cc1,0,-8%,12%,·,10%,-18%,·,·,22%
CC(NCCN(C)C)C1CCC2C3CCc4cc(O)ccc4C3CCC12C (centres undefined),-4,-6%,-29%,·,-5%,-12%,·,·,6%

# Ordered by molecular weight (lowest first): part of the list above
Molecule,LDHA block,Pol kappa inh,RGS4 inhibitor,POLB inh,ERG-DNA inh,Pol eta inh,Apoferritin bind,APEX1 inh,ALOX12 inh
O=C(CNC1=NCCC1)c1ccc2c(c1)OCCO2,-2,-15%,-19%,2%,-5%,-12%,-2%,2%,141%[activator]
C=CCOc1ccc(C=Nc2ccc(Cl)cc2)c(O)c1,-1,0%,-20%,40%,2%,-14%,-12%,5%,-10%
CCCCN(C)CCCNC(=O)c1cn(C)c2ccc(S(=O)(=O)N(C)C3CCCCC3)cc2c1=O,0,6%,?,11%,2%,-8%,-10%,5%,4%

# Going on with the list:
Molecule,LDHA block,Pol kappa inh,RGS4 inhibitor,POLB inh,ERG-DNA inh,Pol eta inh,Apoferritin bind,APEX1 inh,ALOX12 inh
CCOC(=O)N1CCN(c2nc(C)c3c(n2)CCCC3=O)CC1,-1,-10%,7%,0%,1%,-11%,-8%,7%,0%
COC(=O)NNC(=O)c1cccc(C)c1,-1,-4%,-39%,25%,-8%,-15%,-11%,-4%,8%
Cc1ccc2nc3c(cc(C#N)c(=O)n3-c3nnc(SCc4ccccc4Cl)s3)c(=O)n2c1,-1,0%,-9%,3%,4%,·,-11%,·,-22%
Cc1cccc(NC(=O)C2CCCN(S(=O)(=O)c3cccs3)C2)c1C (centres undefined),0,2%,-28%,38%,-1%,-14%,1%,6%,-25%
Cc1ccc(C(=O)O/N=C(\N)Cc2cccs2)cc1[N+](=O)[O-],-2,-2%,-3%,4%,12%,-16%,-4%,6%,292%[activator]
CNC(=S)NNC(=O)COc1ccccc1C,-8,1%,-40%,30%,·,-6%,-9%,-2%,24%
O=C1NC(=S)NC1=Cc1ccc(Cl)cc1Cl,-15,-12%,-28%,·,-1%,0%,·,·,-30%
Cc1ccc2c(c1)-c1c(cnc3cc(-c4ccc(F)cc4)nn13)CO2,1&2,-13%,-6%,-15%,-1%,-8%,-4%,·,0%&-13%
COc1ccc2[nH]c3c(c2c1)CCN1C(=O)N([C@@H](C)C(=O)NCc2ccco2)C(=O)[C@]31C,4,19%,-19%,-2%,-9%,-9%,-9%,-14%,-22%
C/C(=N\NC(=S)NC(C)C)c1ccccc1,-8,-10%,19%[11.4 µM],-13%,-10%,-15%,-5%,1%,?
COc1ccccc1NC(=O)CN(c1ccccc1OC)S(=O)(=O)c1ccccc1,-3,3%,20%,25%,-11%,-14%,63%[activator],5%,0%
CCC(C(=O)NCCC1=CCCCC1)c1ccccc1 (centres undefined),1,-12%,12%,3%,-3%,-10%,?,8%,-17%
Cc1csc(NC(=O)Cn2nc(C)c([N+](=O)[O-])c2C)n1,1,6%,-17%,1%,7%,-1%,-12%,3%,0%
O=S(=O)(/N=C(\c1ccccc1)N1CCOCC1)c1ccc(Cl)cc1,1,9%,?,15%,38%[activator],-22%,-6%,0%,-18%
COc1ccccc1-n1c(=O)c2c3c(sc2n2c(SC)nnc12)CCC3,-4,8%,1%,·,-4%,-13%,·,·,103%[activator]
COc1cc(C(=O)N2C(=O)CCC2=O)cc(OC)c1OC,3,-1%,?,2%,0%,-18%,2%,7%,18%
Cn1c(CCC(=O)Nc2ccccc2F)nnc1SCC(=O)Nc1ccccc1Cl,-2,10%,7%,11%,-1%,-9%,-4%,21%,482%[activator]
CC(Sc1nc(N)cc(=O)[nH]1)C(=O)NNC(=O)c1cccc(Cl)c1 (centres undefined),-1,5%,-6%,·,10%,-16%,·,2%,6%
COc1cccc(-c2cc(C(F)(F)F)nc(-n3cncn3)n2)c1,-10,4%,21%,10%,5%,-13%,-10%,7%,11%
CC1=NN(c2ccccc2)C(=O)C1C(=O)c1ccc(Cl)cc1 (centres undefined),3,17%,-10%,-1%,14%,-11%,-12%,5%,-14%
CC(=O)c1ccc(NC(=O)CSc2ccc3nnc(-c4ccccn4)n3n2)cc1,-1,-13%,-6%,50µM*,5%,?,-7%,6%,i
COc1cccc(NC(=O)c2ccc(S(=O)(=O)N3CCCC3)cc2)c1,-5,-7%,31%,37%,-1%,-7%,-6%,24%,10%
CCCc1c(C(=O)N/N=C/c2ccco2)nnn1-c1nonc1N,-2,-11%,-4%,-15%,14%,1%,-5%,-10%,-2%
CCn1nc(C)c(/C=N/NC(=O)c2ccc3c(c2)c(C)c(C)n3Cc2ccccc2)c1C,-2,-18%,-4%,-1%,8%,-1%,1%,-5%,4%

# Screens: PubChem BioAssay, National Center for Advancing Translational Sciences (NCATS)

# Not all compounds are listed, so the mix of outcomes need not match the whole.
